EphA4 KYL inhibition: inhibitors of EphA4 binding to KYL peptide, primary screen, biochemical, colorimetric, mouse EphA4 (AID 689); Ephrin type-A receptor 4 (Mus musculus); EphA4-AP binding to KYL peptide, pNPP A405; higher % means a stronger effect; inhibition, % at 10 µM, or IC50 in µM where a hit was titrated; actives 0.1% (n = 62,000); in the data active means a potency from the dose series; inactive means the rest, 99 in 100 with inhibition below about 22%
* marks the source's active call; other numbers are inactive results; & = joins results of further samples.

cpd	canonical_smiles	EphA4 KYL inhibition
1	Cc1c(Cl)ccc2c1NC(=O)[C@]21N[C@@H](CCC(N)=O)[C@H]2C(=O)N(c3ccc(F)cc3)C(=O)[C@H]21	-16.8%
2	O=C1c2ccccc2N2C(=O)c3ccccc3C2N1O (stereo unspecified)	-23.8%
3	CC1(C)CC(=O)C(/C=N/n2c(C(F)(F)F)nc3ccccc3c2=O)=C(O)C1	-0.5%
4	CCC(C)(C)n1nnnc1C(c1cc2ccc(OC)cc2[nH]c1=O)N1CCc2ccccc21 (stereo unspecified)	19.3%
5	Cc1cc(Cl)c(S(=O)(=O)N2CCN(c3ccc(F)cc3)CC2)cc1OCC(N)=O	2.7%
6	Cc1ccc(CNC(=O)COC(=O)c2cnccn2)cc1	-2.8%
7	CC(=O)c1sc(NC(=O)c2ccco2)nc1-c1ccccc1	1.9%
8	COc1ccccc1NC(=O)C(=O)NCCc1ccc(OC)c(OC)c1	-7.3%
9	CC(C)(C)C(=O)Nc1ccc(C(=O)Nc2cccnc2)cc1	-5.0%
10	COc1cc(OC)cc(C(=O)NC(=S)N2CCN(c3ccc(C(F)(F)F)cc3[N+](=O)[O-])CC2)c1	0.3%
11	COc1ccc(N(C(=O)c2ccc(S(=O)(=O)N3CCOCC3)cc2)C2C=CS(=O)(=O)C2)cc1 (stereo unspecified)	-4.0%
12	CN1C(=O)/C(=N\OC(=O)c2cccc3ccccc23)c2ccccc21	-3.1%&2.2%
13	CCCN1CCN(CCCNC(=O)Cn2nc(-c3ccc(C)cc3)ccc2=O)CC1	-15.6%
14	Cc1cc(NS(=O)(=O)c2ccccc2)cc(Cl)c1O	6.5%
15	Cc1oc(-c2ccccc2F)nc1CN1CCC(C(=O)NCc2cccnc2)CC1	-2.6%
16	Cc1ccc(C)c(NC(=O)Cn2nc(-c3ccccc3)nc2-c2ccccc2)c1	-5.7%
17	Cc1ccc(-c2noc(C3CCN(C(=O)Nc4ccc(C#N)cc4)CC3)n2)o1	2.8%
18	COc1ccc(C(=O)NN(c2ccccc2)c2ccccc2)cc1	-9.7%
19	CCC(Sc1nc(C)cc(=O)[nH]1)C(=O)Nc1nc2c(s1)CCCC2 (stereo unspecified)	-5.1%
20	CC(=O)Nc1sc2c(c1C#N)CCCC2	1.5%

By substructure: the compounds so far containing a cyano group.
cpd	canonical_smiles	EphA4 KYL inhibition
17	Cc1ccc(-c2noc(C3CCN(C(=O)Nc4ccc(C#N)cc4)CC3)n2)o1	2.8%
20	CC(=O)Nc1sc2c(c1C#N)CCCC2	1.5%

Individual results from the entries so far.
EphA4 KYL inhibition with no. 11 reads -4.0%
EphA4 KYL inhibition with no. 5 reads 2.7%
EphA4 KYL inhibition with no. 15 reads -2.6%

Carrying on.
cpd	canonical_smiles	EphA4 KYL inhibition
21	Cc1ccccc1Cc1c(C)nc2c(C(=O)NCc3ccc4c(c3)OCO4)cnn2c1C	9.8%
22	Brc1cccc(-c2nnc3sc(CN4CCCCC4)cn23)c1	-11.5%
23	Cc1ccc(F)cc1NC(=O)C12CC3CC(C1)CC(n1cnc([N+](=O)[O-])n1)(C3)C2	-10.3%
24	CCOc1ccc(NC(=O)c2ccc(Cl)c([N+](=O)[O-])c2)cc1	-1.1%
25	O=c1c2c3n(c(=S)nc2[nH]n1-c1ccccc1)CCCCC3	1.4%
26	CC(C)CCNC(=O)C(c1ccco1)N(Cc1cccs1)C(=O)Cn1nnc2ccccc21 (stereo unspecified)	-11.3%
27	CCn1c(CNC(=O)C(C)(C)C)nc2ccccc21	-6.8%
28	CCCCCCCCCSc1n[nH]c(N)n1	-8.1%
29	O=C1CCCN1CCCNc1ncnc2c1[nH]c1ccccc12	4.9%
30	Cc1cnc(NC(=O)CCCSc2nc3ccccc3s2)s1	-8.5%
31	CC(=O)c1c(O)cc(=O)n(-c2ccccc2)c1-c1ccc(C)cc1	-9.7%
32	Nc1ccc2c(c1)ncn2CCCn1cnc2cc(N)ccc21	-13.2%
33	O=C(NC1CCCC1)C(c1ccsc1)N(Cc1ccco1)C(=O)Cc1cccs1 (stereo unspecified)	-3.9%
34	Cc1ccc(S(=O)(=O)N2CCN(Cc3ccccc3C(F)(F)F)CC2)cc1	-2.6%
35	COc1ccc(N(CC(=O)Nc2cc(OC)ccc2OC)S(=O)(=O)c2c(C)nn(C)c2C)cc1	-2.8%
36	O=C(O)c1ccc(NC(=O)c2ccccc2F)c(NC(=O)c2ccccc2F)c1	-3.7%
37	Cc1ccc(C)n1-c1ccc(Br)cc1C(=O)O	-2.6%
38	O=C(NC1CCCCC1)N1CCCc2ccccc21	-10.4%
39	CC(C)COc1ccc(C(=O)Nc2cc(Cl)ccc2Cl)cc1	-4.9%
40	O=C(O)Cn1c2c(c3ccccc31)CCCC2	-20.8%

More results:
cpd	canonical_smiles	EphA4 KYL inhibition
41	O=S(=O)(N1CCOCC1)N1CCN(c2ccc(F)cc2)CC1	-15.0%
42	O=C(COc1ccccc1)Nc1nnc(-c2ccc(Cl)s2)o1	-2.7%
43	COc1cc(N(C)C)c([N+](=O)[O-])cc1C(=O)N1CC(C)NC(C)C1 (stereo unspecified)	-2.8%
44	COc1ccc(S(=O)(=O)N2Cc3ccccc3CC2C(=O)Nc2nccs2)cc1 (stereo unspecified)	-16.6%
45	O=C(Nc1ccccc1)c1n[nH]c(Cn2cncn2)n1	-15.1%
46	O=C(CSC1CC(=O)N(CCc2ccccc2)C1=O)Nc1ccc(Br)cc1 (stereo unspecified)	-2.8%
47	Cc1c(C(=O)NCc2ccco2)oc2ccc(S(=O)(=O)N3CCC4(CC3)OCCO4)cc12	-5.2%
48	CCOC(=O)C1CCCN(C(=O)Cn2cccc2C(=O)c2ccccc2)C1 (stereo unspecified)	-12.0%
49	Cc1cnn(CCC(=O)NNC(=S)Nc2ccccc2)c1	-5.6%
50	O=C(Nc1ccc(F)c([N+](=O)[O-])c1)c1cccc(OCc2ccccc2)c1	-1.2%
51	O=S(=O)(N1CCCCCC1)N1CCN(S(=O)(=O)N2CCCCC2)CC1	-0.4%
52	CCN1C(=O)/C(=C\c2cccc(C)c2)SC1=S	-1.5%
53	CCC1=NN(C(=O)Cc2ccc(OC)cc2)C(O)(C(F)(F)F)C1 (stereo unspecified)	-9.5%
54	COc1ccc(NC(=O)[C@H](COCc2ccccc2)NC(=O)OC(C)(C)C)cc1	7.5%
55	O=C(Nc1ccccc1Oc1ccccc1)c1cccc([N+](=O)[O-])c1	-10.0%
56	O=C(CNc1ccccc1)N/N=C/c1cc([N+](=O)[O-])ccc1N1CCCC1	-0.2%
57	CCOC(=O)N1CCC(NC(=O)CS(=O)Cc2nc(-c3ccc(OC)c(OC)c3)oc2C)CC1 (stereo unspecified)	-7.3%
58	Cc1nc2ccc(S(=O)(=O)N(C)CC(=O)N3CCc4ccccc43)cc2s1	1.8%
59	COc1cccc2[nH]c3c(N4CC(C)CC(C)C4)ncnc3c12 (stereo unspecified)	-16.0%
60	COc1ccc(C2=NOC(C(=O)Nc3cc(C)on3)C2)cc1 (stereo unspecified)	1.6%

Next section
cpd	canonical_smiles	EphA4 KYL inhibition
61	COc1ccc(C(=O)Nc2oc(-c3ccccc3)c(-c3ccccc3)c2C#N)cc1	-1.2%
62	O=C(O)c1ccccc1C(=O)N1CCN(c2ccccc2)CC1	8.1%
63	COc1ccc(C(NC(=O)c2cccnc2)c2cc(Cl)c3cccnc3c2O)cc1OC (stereo unspecified)	-4.2%
64	COc1ccccc1Nc1nc(C)cs1	-14.3%&6.3%
65	CSc1nc(Cc2ccc(Cl)cc2)nc2ccccc12	-5.5%
66	Cc1nc(NC(=O)COc2ccccc2)sc1C(=O)Nc1cccc(Cl)c1	-13.5%
67	N#CC1=C(N)N=C(SCc2cccc3ccccc23)C(C(N)=O)C12CCCCC2 (stereo unspecified)	-12.0%
68	Cc1ccc(-c2csc3ncnc(Nc4ccc(N5CCOCC5)cc4)c23)cc1	0.8%
69	CCCc1nnc(NC(=O)C2CCCO2)s1 (stereo unspecified)	-13.3%
70	CC(C)(O)C(=O)NN(C(=O)c1ccccc1)c1ccc2ccccc2c1	12.0%
71	COc1ccc(CCNC(=O)Cn2cnc3c(cnn3-c3ccccc3Cl)c2=O)cc1OC	-14.2%
72	Cc1ccc(NS(=O)(=O)c2ccc(NC(=O)c3cccc(NC(=O)C(C)C)c3)cc2)cc1	-6.1%
73	O=C(COC(=O)COc1ccccc1)Nc1ccccc1OC(F)F	-5.2%
74	O=C(NC(=S)Nc1ccc(Cl)c(-c2nc3ccccc3s2)c1)c1ccco1	6.5%
75	CC(C)=CC(=O)NCc1c(Cl)cccc1-n1cccc1	40.2%
76	COc1ccc(-n2c(Cn3c(=O)sc4ccccc43)nnc2SCC(N)=O)cc1	-11.8%
77	CC(C)n1nnnc1SCC(=O)NNC(=O)C1CCCCC1	-1.1%
78	Cc1c(C(=O)Nc2ccc(-n3cnnn3)cc2)oc2ccccc12	-2.3%
79	CCOC(=O)C1CCCN(c2ncnc3c2cnn3-c2cccc(C)c2)C1 (stereo unspecified)	-5.7%
80	NS(=O)(=O)c1ccc(Nc2nc(-c3ccccc3)cs2)cc1	2.2%

Going on with the list:
cpd	canonical_smiles	EphA4 KYL inhibition
81	CC(C)CCNC(=O)CN(Cc1ccc2c(c1)OCO2)C(=O)Cn1nnc(-c2cccs2)n1	4.0%
82	O=C(CSc1ccccc1C(=O)O)NCc1ccco1	1.5%
83	Cc1cccc(N2CCN(C(=O)c3cnn4c(C(F)F)cc(-c5ccccc5)nc34)CC2)c1C	-9.7%
84	COc1ccc(C(=O)/C=C/N(C)C)cc1OC	-7.2%
85	CCOC(=O)C1=C(C)NC(=O)NC1c1ccc(OC)c(Cl)c1 (stereo unspecified)	-4.6%
86	Cn1c(=O)n(CCOc2ccccc2Cl)c2ccccc21	3.5%
87	CC(=O)N1CSCC1C(=O)N1CCN(c2ccc(N3CCOCC3)nn2)CC1 (stereo unspecified)	-6.0%
88	COC(=O)Cc1cc(=O)n2[nH]c(C(F)(F)F)nc2n1	-5.8%
89	Cc1cc2ccccc2c(=O)n1CC(=O)NCC(=O)N1CCN(c2ccccc2)CC1	3.4%
90	CCOC(=O)Cc1cc(OC)c(OC)cc1Cc1cc(OC)c(OC)cc1CC(=O)OCC	-9.9%
91	Cc1ccc(CN2CCN(/N=C/c3cc([N+](=O)[O-])ccc3Cl)CC2)cc1	-1.5%
92	Cc1ccc(Cn2nnc3c(=O)[nH]c(C4CCCN(S(=O)(=O)c5ccccc5)C4)nc32)cc1 (stereo unspecified)	-2.7%
93	Cc1noc(C)c1C(=O)Nc1ccc(F)c(F)c1	-5.9%
94	CC(CN1CCCCC1)OC(=O)Cc1ccc(Cl)cc1 (stereo unspecified)	-30.5%
95	Cc1ccc(C(=O)Nc2ccc(C(C)C)cc2)cc1C	5.3%
96	c1ccc2sc(-c3ccc(NCc4ccc5c(c4)OCO5)cc3)nc2c1	7.0%
97	C=CCSc1nnc2c(n1)OC(c1c(C)[nH]n(-c3ccccc3)c1=O)Nc1ccccc1-2 (stereo unspecified)	-2.2%
98	FC(F)(F)c1cc(-c2ccco2)nc(-n2nc(C(F)(F)F)cc2C2CC2)n1	-7.8%
99	CC(C)(C)c1ccc(NC(=O)COC(=O)C2=COCCO2)cc1	8.9%
100	N#Cc1cn(-c2ccccc2)nc1-c1ccccc1	-11.5%

(further entries)
cpd	canonical_smiles	EphA4 KYL inhibition
101	O=C1c2ccccc2C(=O)N1c1ccccc1S(=O)C(F)(F)F (stereo unspecified)	-20.0%
102	O=C(CSc1nnc(-c2ccco2)n1CC1CCCO1)c1ccccc1 (stereo unspecified)	3.1%
103	N#Cc1ncc(C(F)(F)F)cc1Sc1ccc(N)cc1	-3.8%
104	COc1cc2c(cc1NC(=O)CSCC(=O)O)oc1ccccc12	-1.6%
105	O=C(Cc1ccc(F)cc1)Nc1ccc(F)c([N+](=O)[O-])c1	-11.1%
106	Cc1ccc(S(=O)(=O)N2CCCC2C(=O)O)cc1 (stereo unspecified)	-2.9%
107	COc1ccc(OCC(O)Cn2c(=N)n(CCN3CCCCC3)c3ccccc32)cc1 (stereo unspecified)	1.6%
108	COc1ccc(NC(=O)CSc2nncs2)cc1OC	-10.5%
109	CCN(CC)S(=O)(=O)c1ccc(-c2nnc(SCC(=O)c3ccc(OC)cc3)o2)cc1	-3.9%
110	CCOC(=O)C1=C(C)N=c2s/c(=C\c3ccc([N+](=O)[O-])o3)c(=O)n2C1c1ccc(C)cc1 (stereo unspecified)	23.1%
111	Cc1ccccc1OCC(=O)NCCN(C)C	-13.2%
112	COc1ccccc1S(=O)(=O)Nc1cccc(-c2nnc3n2CCCCC3)c1	-9.0%
113	COc1ccc(-c2cnn(C3CCS(=O)(=O)C3)c2N)cc1 (stereo unspecified)	2.6%
114	Cc1ccc2c(c1)[nH]c1c(=O)n(CCCN3CCOCC3)cnc12	-0.8%
115	Nc1nc(N2CCOCC2)nc(N(c2ccccc2)c2ccccc2)n1	-1.0%
116	CN(C)c1ccc(C(=S)N2CCN(c3ccccc3)CC2)cc1	-3.8%&-7.6%
117	CCN1C(=O)C(O)(CC(=O)/C=C/C=C/c2ccccc2)c2ccccc21 (stereo unspecified)	-8.4%
118	CCCC(=O)Nc1c(C)n[nH]c1C	-4.6%
119	O=C(Nc1cccc(C(F)(F)F)c1)/C(=C/c1ccco1)NC(=O)c1cccs1	-12.2%
120	COc1cc(NC(=O)Nc2ccccc2OC)c(OC)cc1NC(=O)CN1CCCCC1	-16.0%
121	COC(=O)c1nc2n(n1)C(c1cccc(Cl)c1)C1=C(CCCC1=O)N2 (stereo unspecified)	-4.1%

Values in list order from the list:
Compounds 32 to 38 in EphA4 KYL inhibition, in turn: -13.2%, -3.9%, -2.6%, -2.8%, -3.7%, -2.6%, -10.4%

Reformatted field by field: entries from further up.
110	CCOC(=O)C1=C(C)N=c2s/c(=C\c3ccc([N+](=O)[O-])o3)c(=O)n2C1c1ccc(C)cc1 (stereo unspecified)
  EphA4 KYL inhibition: 23.1%

111	Cc1ccccc1OCC(=O)NCCN(C)C
  EphA4 KYL inhibition: -13.2%

112	COc1ccccc1S(=O)(=O)Nc1cccc(-c2nnc3n2CCCCC3)c1
  EphA4 KYL inhibition: -9.0%

113	COc1ccc(-c2cnn(C3CCS(=O)(=O)C3)c2N)cc1 (stereo unspecified)
  EphA4 KYL inhibition: 2.6%

Only part of the results is shown. The share of hits here may be higher or lower than overall.
